Bioassay records (PubChem BioAssay)
Rpn11 block = blocks the human proteasome subunit Rpn11. AID 588493. O00487. 360,000 compounds, 0.59% hits. calls only at 20 µM. human 26S proteasome, Ub4-pepOG fluorescence polarization; 20S core pre-blocked with epoxomicin;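 active = inhibition at 20 µM, scaled to each plate's controls, above about 33%, limit read from the data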
PABP1 MLLE inh = inhibitors of microRNA-mediated deadenylation, human PABP1 MLLE binding; P11940; 360,000 compounds, 0.36% hits; inhibition, % at 20 µM; GST-MLLE / FITC-PAM2 fluorescence polarization; in the data active = inhibition above about 35%, passing the limit was not always enough;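 note: plate controls were DMSO wells with GST-MLLE for no effect and wells lacking GST-MLLE protein for full effect; some results filed as inactive read as strong as hits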
CSN inh = CSN deneddylation inhibition | AID 651999 | Purified CSN, SCF-Nedd8-OG deneddylation, fluorescence polarization | inhibition, % at 12.5 µM | 360,000 compounds, 0.38% hits;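 active = pattern-corrected inhibition above about 35%, with an unprinted fluorescence ratio check between 0.5 and 1.5, limit read from the data, passing the limit was not always enough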;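 note: 0% = enzyme with substrate and 100% = substrate without enzyme; some results filed as inactive read as strong as hits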
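Test system: Human Csn5 produced in HEK293T cells | Compound: 12.5 µM single point | Times: 90 min, room temperature | Signal: Fluorescence polarization readout | Read-out basis: % inhibition of substrate cleavage by Csn5 | Controls: no-enzyme wells high, enzyme-with-substrate wells low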
NadD inh = inhibitors of Staphylococcus aureus NadD; 360,000 compounds, 0.78% hits; inhibition, % at 20 µM; purified NadD enzyme, colorimetric absorbance read-out; AID 602399; in the data active = inhibition above about 26%; note: some compounds past the cut are filed as inactive
TbMetRS inhib = blocks T. brucei methionyl-tRNA synthetase activity | purified T. brucei MetRS, ATP depletion, Kinase-Glo luminescence | inhibition, % at 11.9 µM | 360,000 compounds, 0.4% hits | AID 624268;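 active = inhibition above a per-plate cutoff of the control wells' mean inhibition plus 3 SD, cut at about 5.5% in these data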;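 note: 0% = DMSO wells median and 100% = median of wells with control inhibitor compound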
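Material: parasite MetRS enzyme / Replication: singlicate, one well per compound / Signal: luminescence of leftover ATP / Schedule: 2 h aminoacylation at 25 °C after 15 min preincubation / Medium: HEPES-MgCl2-KCl buffer plus DTT, spermine, BSA, pyrophosphatase / Doses: 11.9 µM single point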
STEP inh = blocks human striatal-enriched tyrosine phosphatase. 360,000 compounds, 0.25% hits. AID 588621. recombinant STEP, OMFP fluorogenic substrate, fluorescence. inhibition, % at 20 µM;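 active = inhibition at 20 µM, scaled per plate between control wells, above about 37%, limit read from the data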;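 note: 0% = DMSO with enzyme and substrate and 100% = substrate only without enzyme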
Target sequence (P54829 whole entry, looked up): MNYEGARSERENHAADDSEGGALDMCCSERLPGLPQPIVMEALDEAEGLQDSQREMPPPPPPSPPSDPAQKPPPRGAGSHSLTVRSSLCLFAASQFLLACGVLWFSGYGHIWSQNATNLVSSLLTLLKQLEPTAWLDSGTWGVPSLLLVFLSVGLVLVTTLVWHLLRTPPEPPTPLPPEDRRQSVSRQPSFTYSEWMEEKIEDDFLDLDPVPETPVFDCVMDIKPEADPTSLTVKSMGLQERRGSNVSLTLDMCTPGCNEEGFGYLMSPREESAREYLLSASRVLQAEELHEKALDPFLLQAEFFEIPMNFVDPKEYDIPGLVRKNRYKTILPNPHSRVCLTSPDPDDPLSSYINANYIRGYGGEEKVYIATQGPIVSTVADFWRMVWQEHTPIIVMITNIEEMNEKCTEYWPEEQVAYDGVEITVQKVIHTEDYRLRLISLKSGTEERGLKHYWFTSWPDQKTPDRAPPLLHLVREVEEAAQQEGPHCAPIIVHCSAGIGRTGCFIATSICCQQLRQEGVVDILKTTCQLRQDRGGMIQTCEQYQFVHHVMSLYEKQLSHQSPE
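System: isolated STEP enzyme; schedule: 20 min enzyme reaction at room temperature, protected from light; medium: Bis-Tris buffer pH 6.0, 2.5 mM DTT, 0.005% Tween 20; signal: fluorescence, 480/540 nm; dosing: single compound dose of 20 µM, 1% DMSO final; also added: OMFP substrate, 25 µM final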
Scp-1 inhibitor = inhibitors of human Scp-1 phosphatase. Recombinant Scp1, phosphopeptide, malachite green phosphate absorbance. 340,000 compounds, 0.88% hits. inhibition, % at 20 µM. Q9GZU7;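 active = inhibition above about 50% at 20 µM, limit read from the data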;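 note: plate controls were DMSO wells with enzyme for no effect and wells lacking enzyme for full effect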
Target sequence (Q9GZU7 76-261 limits assumed): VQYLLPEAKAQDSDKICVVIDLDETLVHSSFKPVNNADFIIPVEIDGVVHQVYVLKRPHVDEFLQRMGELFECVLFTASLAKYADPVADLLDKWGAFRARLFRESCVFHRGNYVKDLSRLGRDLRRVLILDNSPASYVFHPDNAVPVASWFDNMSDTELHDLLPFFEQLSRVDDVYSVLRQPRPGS
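Assay system: SCP-1 catalytic fragment, aa 76-261 | Buffer or medium: Tris acetate buffer pH 5.5 with MgCl2 and Tween-20 | Compound: One concentration, 20 µM, with 1.0% DMSO | Also added: Phospho 17-mer peptide substrate | Signal: Absorbance at 630 nm | Incubation: 45 min enzyme reaction at room temperature | Measure: % inhibition of SCP-1 phosphate liberation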
SUMO1-SIM PPI = SUMO1-SIM interaction modulation; P63165; SUMO1 binding to a labelled peptide, TR-FRET, 1 h; inhibition, % at 20 µM; 360,000 compounds, 0.33% hits; AID 602429; in the data active = inhibition above about 37%
Target sequence (P63165 whole entry, looked up): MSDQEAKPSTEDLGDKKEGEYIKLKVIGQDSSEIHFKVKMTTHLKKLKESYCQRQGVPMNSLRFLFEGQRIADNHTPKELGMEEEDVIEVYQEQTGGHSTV
LMPTP block = blocks human LMPTP phosphatase; 360,000 compounds, 0.22% hits; recombinant LMPTP-A, OMFP fluorogenic substrate, fluorescence intensity; inhibition, % at 20 µM;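 active = compounds that cut the enzyme signal by at least half of the control window in the single-dose screen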;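 note: plate controls were DMSO wells with enzyme plus substrate for no effect and substrate without enzyme for full effect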
Target sequence (P24666 whole entry, looked up): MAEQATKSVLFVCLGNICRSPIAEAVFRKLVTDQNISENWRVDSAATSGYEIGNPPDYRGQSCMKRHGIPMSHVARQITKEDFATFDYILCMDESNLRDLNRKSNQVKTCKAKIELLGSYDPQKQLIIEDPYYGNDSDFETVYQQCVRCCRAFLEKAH
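Assay system: LMPTP-A enzyme. Input: 0.625 nM LMPTP-A final. Probe or stimulus: 400 µM OMFP. Compound dosing: single 20 µM dose. Schedule: 50 min dark incubation at room temperature. Detection: fluorescence intensity of OMFP turnover product. Read-out: percent inhibition versus substrate-only and uninhibited controls. Benchmarks: no-enzyme low control, uninhibited high control.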
DNMT1 inh = inhibitors of human DNMT1; 360,000 compounds, 0.83% hits; inhibition (reported as % activation of signal), % at 10 µM; DNMT1 molecular beacon, Hinp1I cleavage, fluorescence; in the data active = inhibition above about 50%
The depositor's hits bear a star; i = inactive; · = not tested or not shown.

Rpn11 block	PABP1 MLLE inh	CSN inh	NadD inh	TbMetRS inhib	STEP inh	Scp-1 inhibitor	SUMO1-SIM PPI	LMPTP block	DNMT1 inh	Compound
i	-10	1	2	-0.3	-2	0	-27	-8.7	-2	Cc1cc(C)n2nc(SC(C)C(=O)N3CCCC3)nc2n1 (centres undefined)
i	2	6	23	-1.0	-2	-8	-11	4.1	-14	COc1cc(/C=C2\SC(=S)N(CCC(=O)Nc3cccc(O)c3)C2=O)cc(OC)c1OC
i	-6	1	-3	-0.2	0	·	1	0.7	0	Cc1nc2ccccc2nc1CC(O)(c1ccccc1)c1ccccc1
i	-1	2	-1	-1.3	-2	-2	-25	2.4	-2	O=C(Nc1ccccn1)C1CCN(c2ncnc3c2nc2n3CCCCC2)CC1
i	4	0	3	-0.2	1	-4	4	-0.6	2	Cc1ccc(NC(=O)CSc2nnc(CNC(=O)c3ccco3)n2C)c(C)c1
i	4	1	0	-1.2	-1	-5	-13	-1.7	11	Cc1cccc(Nc2n[nH]c(C)c2[N+](=O)[O-])c1
i	0	-3	-3	0.0	2	-5	4	3.0	-2	COc1ccc(S(=O)(=O)N2CCCCC2)cc1NC(=O)CCOc1cc(C)ccc1C
i	-1	3	6	-1.1	3	·	-14	-0.8	-5	C(=C\c1ccccc1)/CN1CCN(C(c2ccnc3ccccc23)c2nnnn2C2CCCC2)CC1 (centres undefined)
i	-6	1	-1	-0.9	1	-4	-1	0.0	-3	O=C(c1cc(N2C(=O)C3C4CCC(C4)C3C2=O)ccc1Cl)N1CCN(c2ccccc2F)CC1 (centres undefined)
i	-6	1	-3	-0.3	0	4	12	0.3	-5	Cc1oc2c(C)c3oc(=O)c(CCC(=O)NCCN4CCOCC4)c(C)c3cc2c1C
i	9	-7	-1	-0.4	-2	-8	2	-1.6	-1	O=C(OCn1nnc2ccccc2c1=O)c1cccs1
i	-3	1	-1	0.2	0	-3	0	-0.2	54*	O=C(c1cccc(C(F)(F)F)c1)N1CCOc2ccccc21
i	5	-1	8	0.1	-2	-10	0	-1.1	19	Cc1ccc(CSc2nnc(-c3ccc(S(=O)(=O)N4CCCC4)cc3)o2)cc1
i	-13	-5	-9	-0.9	-3	-10	-1	-0.9	2	O=C(Cc1c(F)cccc1Cl)OCN1C(=O)c2ccccc2C1=O
i	4	2	8	-0.1	-1	3	-1	-0.3	8	O=C(Nc1cccc([N+](=O)[O-])c1)c1ccc(-c2ccccc2)cc1

(listing goes on)
Rpn11 block	PABP1 MLLE inh	CSN inh	NadD inh	TbMetRS inhib	STEP inh	Scp-1 inhibitor	SUMO1-SIM PPI	LMPTP block	DNMT1 inh	Compound
i	0	-1	-7	-1.7	1	-5	-1	-0.7	-4	CCOc1cc(CNCCc2ccc(S(N)(=O)=O)cc2)ccc1OCC(=O)NC1CCCCC1
i	0	9	-6	-0.3	2	·	4	-1.8	6	Cc1ccc(S(=O)(=O)N2CCN(C(=O)N3CCCCC3)CC2)c(C)c1
i	0	2	-2	-0.3	0	-6	6	-2.0	5	C[C@H]1CN([C@@H](C)CO)C(=O)c2cccc(NC(=O)C3CC3)c2O[C@H]1CN(C)Cc1ccncc1
i	-1	1	2	0.3	-1	-1	1	-1.8	-1	O=C(NCCCN1CCCC1=O)c1ccccc1NS(=O)(=O)c1ccc(F)cc1
i	16	2	-3	-0.5	-6	-8	2	-4.5	5	O=C(NCCCn1ccnc1)c1ccc(Cl)c(Cl)c1
i	3	-10	6	-0.6	-1	0	7	7.4	29	O=C(Nc1nnc(COc2ccc(Cl)cc2)s1)c1ccc([N+](=O)[O-])cc1
i	-10	3	1	-0.4	4	-2	5	-0.4	1	Cc1ccnc(NC(=O)CCNS(=O)(=O)c2ccc(C)c(C)c2)c1
i	7	-3	1	0.8	-2	-7	-2	-1.5	3	CCC(C)NC(=O)CSC1=Nc2ccccc2C2=NC(CCC(=O)NCc3ccco3)C(=O)N12 (centres undefined)
i	-5	-1	0	-0.5	0	5	0	-3.4	2	Cc1c(C(=O)NCc2ccccc2CN2CCCC2)oc2ccccc12
i	24	-2	-3	-1.0	-2	-5	-1	-2.2	0	O=C1[C@@H]2CSCN2C(=O)CN1CCc1cccc(F)c1
i	14	1	5	-0.8	3	-4	-29	-0.8	-2	O=C(CSc1nnc(-c2ccncc2)o1)c1cccc([N+](=O)[O-])c1
i	7	-13	-2	-1.2	-1	3	1	1.9	3	O=C(CSc1nnc(-c2ccc(S(=O)(=O)N3CCCC3)cc2)o1)NCC1CCCO1 (centres undefined)
i	1	-2	7	0.0	0	-5	-5	1.1	-5	Cc1occc1C(=O)N/N=C/c1c[nH]c2ccccc12
i	-12	5	-6	-0.8	-2	-8	0	-1.0	0	CCc1ccc(OCC(O)CNC(C)(C)C)cc1 (centres undefined)
i	-2	0	-7	-0.4	2	-5	2	-3.1	2	CC(C)(C)c1ccc(C(=O)N2CCCC2)s1

Whole records as entered above. Order of screens: Rpn11 block, PABP1 MLLE inh, CSN inh, NadD inh, TbMetRS inhib, STEP inh, Scp-1 inhibitor, SUMO1-SIM PPI, LMPTP block, DNMT1 inh
Cc1ccnc(NC(=O)CCNS(=O)(=O)c2ccc(C)c(C)c2)c1 is entered as i, -10, 3, 1, -0.4, 4, -2, 5, -0.4, 1
CCOc1cc(CNCCc2ccc(S(N)(=O)=O)cc2)ccc1OCC(=O)NC1CCCCC1 is entered as i, 0, -1, -7, -1.7, 1, -5, -1, -0.7, -4

Other entries follow.
Rpn11 block	PABP1 MLLE inh	CSN inh	NadD inh	TbMetRS inhib	STEP inh	Scp-1 inhibitor	SUMO1-SIM PPI	LMPTP block	DNMT1 inh	Compound
i	3	4	-4	0.1	-1	·	0	-0.7	-1	CN(Cc1ccccc1)C(=O)Cn1nnc(-c2ccccc2)c1COc1ccccc1
i	5	-3	5	0.1	1	-11	-34	-0.4	-3	CN(C)c1ccc(NC(=O)CCN2C(=O)c3cccc([N+](=O)[O-])c3C2=O)cc1
i	-2	3	7	0.1	-1	-7	0	-0.8	8	COc1ccc(/C=C/C(=O)c2cc(Br)ccc2OC(=O)c2ccco2)cc1OC
i	9	-5	31*	-0.1	4	-6	13	3.1	-1	COc1cccc(-c2nnc(NC(=O)c3ccc4ncsc4c3)o2)c1
i	-3	-2	4	-0.9	-3	-3	1	-0.2	8	CC(C)CNC(=O)c1cc(-c2ccc(Cl)c(Cl)c2)on1
i	-11	-4	2	-0.2	0	3	2	-1.5	3	Fc1ccc(CSc2nncn2NCc2ccccc2)cc1
i	-4	8	-7	-0.5	-2	-10	-1	-0.7	-6	Cc1cc(OCc2cc(C(=O)NCCN3CCCCC3CO)no2)cc(C)c1Cl (centres undefined)
i	-22	-4	1	-0.2	2	·	0	-1.6	2	O=C(Cc1ccc(Cl)cc1)Nc1cccnc1Cl
i	-11	-1	4	-1.4	-3	7	1	-0.8	3	CC(C)[C@H](NC(=O)N1c2ccccc2NC(=O)[C@@H]1C(C)C)C(=O)N1CCC(C(=O)O)CC1
i	-37	0	45*	-1.3	-1	-7	-6	4.1	-17	CCc1ccc(NC(=O)C(C)OC(=O)c2ccc(NS(=O)(=O)c3ccc(C)c([N+](=O)[O-])c3)cc2)cc1 (centres undefined)
i	14	-17	-2	-0.1	4	-4	-8	2.1	-1	Cc1ccc(NC(=O)/C=C/c2ccc3c(c2)OCO3)nc1
i	-29	3	2	-1.2	-3	-6	-10	-0.1	-9	Cc1cc(C(=O)N/N=C/c2ccc(N3CCOCC3)cc2)c(C)o1
i	9	-7	-14	-0.8	1	-8	-4	1.3	-7	COc1ccc(/C=C/C(=O)Nc2ccc3c(c2)CCC3)cc1OC
i	2	0	-6	0.7	-2	-8	4	-1.1	1	COc1ccc(N2CCN(C(=O)COC(=O)c3ccc(OC(F)F)cc3)CC2)cc1
i	25	-5	8	-0.4	1	-1	-2	-0.3	1	Cc1cc(C)cc(NC(=S)Nc2ccccn2)c1

Next section.
Rpn11 block	PABP1 MLLE inh	CSN inh	NadD inh	TbMetRS inhib	STEP inh	Scp-1 inhibitor	SUMO1-SIM PPI	LMPTP block	DNMT1 inh	Compound
i	0	-1	-1	-1.4	4	-8	0	-1.7	8	CNc1cc(C)nc(-n2nc(C)cc2C)n1
i	0	3	-3	-0.1	4	5	-3	-2.6	-2	COCCCn1c(SCC(=O)Nc2nc3ccccc3s2)nnc1-c1ccoc1C
i	25	-1	-2	-0.4	-1	-2	1	4.2	12	O=C(NC(=S)Nc1ccc2oc(=O)ccc2c1)c1cccc(Cl)c1
i	-39	-1	0	-0.4	3	-6	7	-0.6	0	O=C(NC(=S)N1CCN(c2ccccc2)CC1)c1c(F)cccc1F
i	4	-1	-4	-0.6	-2	-3	-2	-1.3	1	CC1=C/C(=N\NC(=O)c2ccc(O)cc2)CC1
i	-6	4	2	-0.3	-1	-2	-1	1.3	-3	CC1(c2ccc(Cl)cc2)NC(=O)N(CC(=O)N2CCc3ccccc3C2)C1=O (centres undefined)
i	24	-4	-1	0.9	2	-5	-12	-6.3	3	Cc1ccc(OCC(=O)N(Cc2ccccc2)C(C)C)c([N+](=O)[O-])n1

Limited to NadD inh, Rpn11 block and TbMetRS inhib, for some of the entries so far:
SMILES	NadD inh	Rpn11 block	TbMetRS inhib
CC1=C/C(=N\NC(=O)c2ccc(O)cc2)CC1	-4	i	-0.6
CC1(c2ccc(Cl)cc2)NC(=O)N(CC(=O)N2CCc3ccccc3C2)C1=O (centres undefined)	2	i	-0.3
Cc1ccc(OCC(=O)N(Cc2ccccc2)C(C)C)c([N+](=O)[O-])n1	-1	i	0.9
